TDP1 block: blocks human tyrosyl-DNA phosphodiesterase 1 | recombinant TDP1, AlphaScreen DNA substrate cleavage | Potency, µM (series often up to 130 µM), for inactives: top-dose activity change, negative = inhibition, usual class: inhibitors | 350,000 tested, 0.28% active; active = well fitted inhibition curve with a large enough effect; note: nearly all actives have a fitted effect of over 40% in size
Target sequence (Q9NUW8 whole entry, looked up): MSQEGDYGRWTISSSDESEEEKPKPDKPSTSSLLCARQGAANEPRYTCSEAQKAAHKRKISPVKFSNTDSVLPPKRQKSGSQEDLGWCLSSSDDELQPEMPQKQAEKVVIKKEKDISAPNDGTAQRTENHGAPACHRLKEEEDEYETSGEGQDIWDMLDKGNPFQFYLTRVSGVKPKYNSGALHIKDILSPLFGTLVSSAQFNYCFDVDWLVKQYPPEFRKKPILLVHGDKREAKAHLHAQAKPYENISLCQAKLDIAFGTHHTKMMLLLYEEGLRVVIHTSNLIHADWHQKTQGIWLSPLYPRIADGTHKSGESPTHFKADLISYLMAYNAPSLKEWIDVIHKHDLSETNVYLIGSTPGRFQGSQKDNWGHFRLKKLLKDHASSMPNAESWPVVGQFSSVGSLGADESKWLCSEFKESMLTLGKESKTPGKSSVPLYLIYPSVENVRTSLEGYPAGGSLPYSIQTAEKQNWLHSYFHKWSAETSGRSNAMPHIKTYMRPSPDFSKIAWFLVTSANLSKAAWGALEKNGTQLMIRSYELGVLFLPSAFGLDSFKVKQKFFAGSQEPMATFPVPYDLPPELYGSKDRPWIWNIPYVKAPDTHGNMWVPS
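Signal: AlphaScreen proximity between streptavidin donor and anti-FITC acceptor beads on intact substrate. Reaction: Tdp1 1 nM, substrate 15 nM final, 5 min RT after 15 min compound preincubation.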
* hit, by the source's call; [ ] = dose if it differs, or a comment. % is set by controls: 0 for no effect and ±100 for the full control effect; potency is the fitted concentration of half-maximal effect. A portion of the library; the hit share may differ from the screen's.

SMILES	TDP1 block
CC[C@H](C)[C@H](NC(=O)[C@H](CCC(=O)O)NC(=O)[C@H](C)NC(=O)[C@@H](NC(=O)[C@H](Cc1cnc[nH]1)NC(=O)[C@@H](NC(=O)[C@H](CCC(=O)O)NC(=O)[C@H](C)NC(=O)[C@@H](NC(=O)[C@H](CC(C)C)NC(=O)[C@H](Cc1cnc[nH]1)NC(=O)[C@H](Cc1cnc[nH]1)NC(=O)[C@H](CC(C)C)NC(=O)[C@H](Cc1c[nH]c2ccccc12)NC(=O)[C@H](Cc1ccccc1)NC(=O)[C@H](CCCNC(=N)N)NC(=O)[C@H](CCCNC(=N)N)NC(=O)[C@H](CCCNC(=N)N)NC(=O)[C@H](CC(C)C)NC(=O)[C@H](CC(=O)O)NC(=O)[C@H](CCC(N)=O)NC(=O)[C@@H](NC(=O)[C@H](CO)NC(=O)[C@H](CCCCN)NC(=O)CNC(=O)[C@H](CCCCN)NC(=O)[C@H](CC(=O)O)NC(=O)[C@H](Cc1cnc[nH]1)NC(=O)[C@H](CC(C)C)NC(=O)[C@H](CC(C)C)NC(=O)[C@H](CCC(N)=O)NC(=O)[C@@H](NC(=O)[C@H](CCC(=O)O)NC(=O)[C@H](CO)NC(=O)[C@@H](NC(=O)[C@H](C)N)C(C)C)[C@@H](C)CC)[C@@H](C)CC)[C@@H](C)CC)[C@@H](C)CC)[C@@H](C)O)C(=O)O	15%
OC[C@@H]1OC(O)[C@H](O)[C@H](O)[C@H]1O (some centres undefined)	10%
COC(=O)[C@H](COC(C)(C)C)NC(=O)O[C@@H]1C(=O)c2cc(OC)ccc2O[C@H]1c1ccc(OC)c(Br)c1	6%
Cc1ccc(OCC(=O)NNC(=S)NC(=O)C2CC2)c(C)c1	0%
Cc1cc(NC(=O)CCNS(=O)(=O)c2ccc3c(c2)CCCC(=O)N3)ccc1Br	-1%
COc1ccc(NC(=O)COC(=O)c2ccc(S(=O)(=O)N(C)c3ccccc3OC)cc2)c(OC)c1	2%
O=[S+]([O-])(/C=C/c1nc(Nc2cc(F)cc(F)c2)c2ncn(CC(F)F)c2n1)c1ccccc1	0%
Cc1ccc(Oc2ccc(OCC(=O)Nc3ccncc3)cc2)cc1	-1%
COC(=O)C1=C(C(=O)OC)[C@@H]2N(C)c3ccccc3[C@@]23C[C@@H](C(=O)OC)N(S(=O)(=O)c2cccs2)C3=N1	18%[12.3 µM]
Cn1nccc1C(=O)N1CCCC(N2CCN(c3cccc(C(F)(F)F)c3)CC2)C1 (centres undefined)	3%
Cc1cccc(/C=C/C(=O)c2ccc(N3CCOCC3)cc2)c1	2%
Nc1nc(N)c(S(=O)(=O)c2ccccc2)c(Nc2ccc(Br)cc2)n1	7%
O=C(CSc1ccc(Cl)cc1)Nc1cc(-c2nc3ncccc3o2)ccc1Cl	1%
COC(=O)[C@@]1(Cc2ccccc2)[C@H]2c3cc(C(=O)N(C)C)n(CCF)c3C[C@H]2CN1C(=O)c1ccccc1	12%
COc1ccc(C2Nc3ccccc3C(=O)N2Cc2ccccn2)cc1COc1ccc(NC(C)=O)cc1 (centres undefined)	-11%
C#CCOCCOCCOCCNc1nc(N2CCN(C(=O)[C@H](CCCCN)n3cc([C@@H](N)CO)nn3)CC2)nc(N2CCN(C(=O)[C@H](Cc3cc4ccccc4[nH]3)n3cc([C@@H](N)CO)nn3)CC2)n1	7%
CN(C)CCCN1C(=O)C(=O)/C(=C(/O)c2ccc3c(c2)OCCO3)C1c1ccco1 (centres undefined)	-3%
CC(=O)OCC1OC(c2ccc3c(c2)OCO3)C=CC1OC(C)=O (centres undefined)	7%[21 µM]
C[C@H]1C2=C3C(C[C@H]4C(=O)N(c5ccccc5)C(=O)[C@H]4[C@H]3[C@@]3(Cc4ccccc4)C(=NCCc4c[nH]c5ccccc45)OC(=O)N3C2=O)[C@H]2C(=O)N(c3ccccc3)C(=O)[C@H]21 (some centres undefined)	9%
O=C(NC1(C(F)(F)F)C(=O)Nc2c1c(=O)[nH]c(=O)n2CCc1ccccc1)c1ccc(Cl)cc1Cl (centres undefined)	-2%
COc1ccc(OC)c(C2C(C(=O)c3ccco3)=C(O)C(=O)N2CCN2CCOCC2)c1 (centres undefined)	2%
Cc1ccc(NS(=O)(=O)c2cc3c(cc2-c2cn[nH]c2)NC(=O)CO3)cc1C	-1%
COC(=O)NC/C=C\c1nc(CCCO)co1	-1%[21 µM]
CCOc1cccc(-c2nnc3sc(-c4ccc(C)cc4)nn23)c1	0%
O=S(=O)(c1ccsc1)N1CCN(c2nc(-c3cccs3)nc3ccccc23)CC1	-5%

Compounds listed so far that contain a halogen, in the order listed:
SMILES	TDP1 block
COC(=O)[C@H](COC(C)(C)C)NC(=O)O[C@@H]1C(=O)c2cc(OC)ccc2O[C@H]1c1ccc(OC)c(Br)c1	6%
Cc1cc(NC(=O)CCNS(=O)(=O)c2ccc3c(c2)CCCC(=O)N3)ccc1Br	-1%
O=[S+]([O-])(/C=C/c1nc(Nc2cc(F)cc(F)c2)c2ncn(CC(F)F)c2n1)c1ccccc1	0%
Cn1nccc1C(=O)N1CCCC(N2CCN(c3cccc(C(F)(F)F)c3)CC2)C1 (centres undefined)	3%
Nc1nc(N)c(S(=O)(=O)c2ccccc2)c(Nc2ccc(Br)cc2)n1	7%
O=C(CSc1ccc(Cl)cc1)Nc1cc(-c2nc3ncccc3o2)ccc1Cl	1%
COC(=O)[C@@]1(Cc2ccccc2)[C@H]2c3cc(C(=O)N(C)C)n(CCF)c3C[C@H]2CN1C(=O)c1ccccc1	12%
O=C(NC1(C(F)(F)F)C(=O)Nc2c1c(=O)[nH]c(=O)n2CCc1ccccc1)c1ccc(Cl)cc1Cl (centres undefined)	-2%

Carrying on.
SMILES	TDP1 block
CCCCCCCCCCCCCCCC(=O)NC(C)C(=O)O (centres undefined)	6%
CCOC(=O)Nc1ccc2c(c1)nc(CN1CCCCC1)n2C	5%
NC(N)=Nc1cc2ccccc2c2ccccc12	3%
CCCCN1C(=O)c2ccccc2NC1c1ccc(OC)c(COc2ccc(NC(C)=O)cc2)c1 (centres undefined)	-3%
CC(=O)O[C@H](C(=O)O[C@@H]1C[C@@H](CCC[C@H]2O[C@H](C(=O)OC(C)C)CC[C@@H]2C)O[C@@H](CC#N)C1)c1ccccc1	10%
CC(C)CC1(C(=O)O)C=CCN1C(=O)c1ccccc1 (centres undefined)	4%
CC(C)(C)NC[C@H](O)COc1cccc2c1CCC(=O)N2	10%[21 µM]
CC[C@H](C)[C@H](NC(=O)[C@H](CCCNC(=N)N)NC(=O)[C@H](CCCNC(=N)N)NC(=O)[C@H](CC(C)C)NC(=O)[C@H](Cc1ccccc1)NC(=O)CNC(=O)CNC(=O)[C@@H](N)Cc1ccc(O)cc1)C(=O)N[C@@H](CCCNC(=N)N)C(=O)N1CCC[C@H]1C(=O)N[C@@H](CCCCN)C(=O)N[C@@H](CC(C)C)C(=O)N[C@@H](CCCCN)C(=O)N[C@@H](Cc1c[nH]c2ccccc12)C(=O)N[C@@H](CC(=O)O)C(=O)N[C@@H](CC(N)=O)C(=O)N[C@@H](CCC(N)=O)C(=O)O	10%
CCCCC(=O)N(C)C	7%
CNC[C@H](O)c1ccc(OC(=O)C(C)(C)C)c(OC(=O)C(C)(C)C)c1	4%[56.1 µM]
CC(=O)Nc1ccccc1OC1=N[S+](=O)([O-])c2ccccc21	0%
O=C(COc1ccccc1[N+](=O)[O-])Nc1cc(-c2nc3cc(Cl)ccc3o2)ccc1Cl	3%
CCOC(=O)N1CCC(NC(=O)C(NC(=O)C2CCC(C)CC2)C(C)CC)CC1 (centres undefined)	-1%
Cn1c(O)c(C=NC(CC(N)=O)C(=O)O)c(=O)n(C)c1=O (centres undefined)	0%
C[C@@H]1CC=C[C@H]2[C@H]1C(=O)N(Cc1ccccc1)[C@H]2c1ccc(F)c(Br)c1	1%
COc1ccc(CNC(=O)CN2CCSc3ccccc32)c(OC)c1	7%
CCOC(=O)CC1C(=O)NCCN1C(=O)c1cc2c(=O)n3ccccc3nc2s1 (centres undefined)	5%
Cn1c(Oc2ccc(Cl)c3cccnc23)nc2c1c(=O)n(Cc1ccccc1Cl)c(=O)n2C	-1%
CCCN1CCC(N2CCN(c3ccccc3OC)CC2)CC1	0%
Cc1cc2nnc(SCCCCN3C(=O)c4ccccc4C3=O)n2c2ccccc12	0%
CCOC(=O)c1cc(OC(=O)c2ccc(OC)c(OC)c2)n(-c2ccccc2)n1	-2%
CC(C)C[C@@H](CC(=O)N[C@H](CC(=O)N[C@@H]1CCCC[C@H]1C(=O)N[C@H](CC(=O)N[C@@H](CCC(=O)O)CC(=O)O)Cc1c[nH]c2ccccc12)C(C)C)NC(=O)[C@@H]1CNCC[C@H]1N	6%
CC(=O)Nc1ccc(S(=O)(=O)N2CCN(c3ccccc3)CC2)cc1	3%
CC(C)C[C@@H](CC(=O)N[C@@H](CCC(=O)O)CC(=O)O)NC(=O)[C@@H]1CNCC[C@H]1NC(=O)C[C@H](CCCN)NC(=O)C[C@H](CO)NC(=O)[C@@H]1CNCC[C@H]1N	4%
CCO[C@H]1O[C@@H]([C@H](COCc2ccccc2)OCc2ccccc2)[C@@H](OCc2ccccc2)[C@H]1O	4%[56.1 µM]
Next records.
SMILES	TDP1 block
CCn1ccc2cc(S(=O)(=O)N3CCCN(C(=O)NCCOC)CC3)ccc21	3%
Cc1ccc(CNC(=O)[C@H]2C[C@@H]2[C@H](NP(=O)(c2ccccc2)c2ccccc2)c2ccccc2)c(F)c1F	-1%
CC[C@]1(C)CC(=O)NC1=O	7%[21 µM]
CC[C@H](C)[C@H](NC(=O)[C@H](CC(=O)O)NC(=O)[C@H](CC(N)=O)NC(=O)[C@@H](NC(=O)[C@H](CCCNC(=N)N)NC(=O)[C@@H](NC(=O)[C@@H](NC(=O)[C@@H](NC(=O)[C@@H](NC(=O)[C@H](CCCCN)NC(=O)[C@@H](NC(=O)[C@H](CC(C)C)NC(=O)[C@@H](NC(=O)[C@H](CCCCN)NC(=O)[C@@H](NC(=O)[C@H](CC(=O)O)NC(=O)[C@H](CC(=O)O)NC(=O)[C@H](CCC(N)=O)NC(=O)[C@@H](NC(=O)[C@H](CCCCN)NC(=O)[C@H](CCC(N)=O)NC(=O)[C@@H](NC(=O)[C@@H]1CCCN1C(=O)[C@@H](N)C(C)C)[C@@H](C)CC)C(C)C)[C@@H](C)O)[C@@H](C)O)[C@@H](C)CC)[C@@H](C)O)[C@@H](C)CC)C(C)C)[C@@H](C)O)[C@@H](C)CC)C(=O)N[C@@H](CO)C(=O)N[C@@H](Cc1cnc[nH]1)C(=O)N[C@H](C(=O)N[C@@H](CCC(N)=O)C(=O)N[C@@H](CO)C(=O)N[C@H](C(=O)N[C@@H](CO)C(=O)N[C@@H](CO)C(=O)N[C@@H](CCCCN)C(=O)N[C@@H](CCC(N)=O)C(=O)N[C@@H](CCCCN)C(=O)O)C(C)C)[C@@H](C)O	11%
COc1cc(-c2oc3cc(O)cc(O)c3c(=O)c2O[C@@H]2O[C@H](CO)[C@@H](O)[C@H](O)[C@H]2O)ccc1O	9%
Cc1ccc(NS(=O)(=O)c2cc3c(cc2-c2ccsc2)NC(=O)CO3)cc1C	0%
CCCn1c(C)nc2c(NCCN(C)C)nc(C)nc21	6%
CCCCCCCC/C=C/CCCCCCCC(=O)NCCOP(=O)(O)O	5%
O=C(NCCc1csc(-c2ccc(C(F)(F)F)cc2)n1)c1ccc(F)c(F)c1	3%
COc1ccc(O[C@H]2C=C[C@@H](c3ccccc3)O[C@@H]2COC(=O)CCC(C)=NO[C@@H]2O[C@H](COC(C)=O)[C@@H](OC(C)=O)[C@H](OC(C)=O)[C@H]2OC(C)=O)cc1	-3%
CSc1ccc(CCNC(=O)c2c(C)nn(-c3ccc(F)cc3)c2-n2cccc2)cc1	6%
COC(=O)c1ccc(-c2ccc(C3C4C=CCC(C)C4C(=O)N3Cc3ccccc3)c(F)c2)cc1 (centres undefined)	3%
CS(=O)(=O)c1ccc(CNC(=O)[C@@H]2C[C@H]2[C@@H](NP(=O)(c2ccccc2)c2ccccc2)c2ccccc2)cc1	-3%
CCCC/C=C/C(NC(=O)C(C)(C)C)c1ccccc1 (centres undefined)	1%
CC1CCN(S(=O)(=O)c2ccc(S(=O)(=O)N3CCN4CCCC4C3)cc2)CC1 (centres undefined)	2%
COc1ccc(OC)c(CCNC(=O)c2c(C)nn(-c3ccc(F)cc3)c2-n2cccc2)c1	11%
CCN=C1S/C(=C\c2ccc(OC)c(OCC)c2)C(=O)N1CC	2%
CCOC(=O)c1cccc(-n2c(-c3ccc(OC)cc3)nc3nc4ccccc4nc32)c1	2%
C=CCn1c(=N)c(C(=O)OCC)cc2c(=O)n3cc(C)ccc3nc21	-2%
COc1ccc(NS(=O)(=O)c2ccc(N3CCCC3)c(NC(=S)Nc3cccc(S(=O)(=O)N(C)C)c3)c2)cc1	5%

Copied from the list.
CCn1ccc2cc(S(=O)(=O)N3CCCN(C(=O)NCCOC)CC3)ccc21 in TDP1 block is entered as 3%
Cc1ccc(NS(=O)(=O)c2cc3c(cc2-c2ccsc2)NC(=O)CO3)cc1C in TDP1 block is entered as 0%
